Screening results from PubChem.
UTI89 phage lysis = inhibition of K1F phage lysis, E. coli UTI89, bacterial capsule biogenesis inhibitors, alamar blue (AID 488966) | E. coli UTI89 K1F phage lysis, alamar blue, 2 h; higher % means a stronger effect | inhibition, % at 100 µM; hits with a dose series show IC50 in µM | 340,000 compounds, 0.02% hits;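 active means phage lysis inhibition, versus mean bacterial control, above a set limit; inconclusive means no clear call, values can overlap the other calls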;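 further: capsule biogenesis inhibitors block K1F phage lysis so surviving cells raise fluorescence; higher fluorescence means more inhibition of phage lysis; actives were called in the ten point dose series up to 300 µM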
M1AAP inhibition = P. falciparum M1AAP inhibitors, biochemical, fluorogenic H-Leu-NHMec substrate, 1536-well (AID 1445) | Aminopeptidase N (Plasmodium falciparum (isolate 3D7)) | 220,000 compounds, 0.42% hits | recombinant M1AAP, H-Leu-NHMec fluorogenic kinetic assay; higher % means a stronger effect | one-dose inhibition, % at 30 µM; IC50 in µM for titrated hits;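 active means primary inhibition above the hit cutoff, then over 50% inhibition at one or more dose response concentrations, cut at about 23% in these data, passing the limit was not always enough; inconclusive means conflicting primary data, or primary hits not chosen for dose response; inactive means low primary inhibition, or under 50% at every dose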;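 further: plate controls were DMSO full reaction for no effect and no enzyme background for full effect; strong numbers were not always called active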
TNAP activators = human TNAP enzyme activators, primary screen, biochemical, luminescent, no phosphate acceptor, uHTS (AID 1001). Alkaline phosphatase, tissue-nonspecific isozyme (Homo sapiens). purified TNAP, luminescent activation assay, no phosphate acceptor; higher activation fold means a stronger effect. activation fold at 20 µM; hits with a dose series show EC50 in µM. 200,000 compounds, 0.03% hits; in the data active means activation fold from about 3, or a potency from the dose series; inactive means the rest, 99 in 100 with activation fold below about 1.6; further: many of its hits are not listed in these tables
WT yeast gro inh = growth inhibition of WT strain, primary screen, mitochondrial fusion inhibitor project, WT and mutant strains, chemical genetic; inhibition, % at 10 µM; 190,000 compounds, 2.1% hits; AID 1362, 2008; mitochondrial fusion phenotypic screen; in the data active means inhibition above about 58%; tested in S. cerevisiae
PMI inhibition = human PMI inhibitors, high substrate, primary screen, biochemical, fluorescence intensity, high mannose 6-phosphate (AID 1220). Mannose-6-phosphate isomerase (Homo sapiens). recombinant PMI enzyme, coupled fluorescence intensity; higher % means a stronger effect. inhibition, % at 20 µM; hits with a dose series show IC50 in µM. 190,000 compounds, 0.66% hits
ER stress rescue = rescue of cells from ER stress-induced death, primary screen, 384-well, CSM14.1, thapsigargin, ATP luminescence (AID 1222); CSM14.1 thapsigargin-induced death rescue, ATP luminescence; higher % means a stronger effect; cellular ATP content (survival), % at 20 µM; hits with a dose series show EC50 in µM; 190,000 tested, under 10 active;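 active means EC50 below 50 µM in the dose-response confirmation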;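 further: death triggered by thapsigargin at about 15 µM added after 2 h compound pretreatment; cell ATP read after overnight thapsigargin exposure of roughly 18 to 22 hours; normalized against plate controls of thapsigargin alone and 5% DMSO vehicle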
Myeloid diff 2 = induction of myeloid progenitor differentiation, primary screen, cell-based, flow cytometry, MLPCN library | AID 624256, 2012 | 360,000 compounds, 1% hits | calls only at 10 µM | ER-HoxA9 myeloid progenitors, lysozyme-GFP differentiation;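 active means normalized GFP-positive differentiation at or above the plate's own cutoff, the solvent-only control mean plus 3 SD; inconclusive means no clear call, values can overlap the other calls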;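 further: cells exposed to compound for four days before flow analysis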
Lipid droplet = inhibitors of hepatocyte lipid droplet formation, primary screen, imaging, high-throughput imaging, BODIPY stain; AML12 mouse hepatocytes, oleate lipid droplets; inhibition, % at 6.5 µM; 240,000 compounds, 0.4% hits;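 active means lipid droplet intensity inhibited by at least 50%, with more than 500 cells counted; inconclusive means wells with under 300 cells, treated as cytotoxic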
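material = mouse AML12 hepatocyte cell line, fixed after treatment | also added = 100 µM oleic acid challenge | doses = compound at 6.5 µM only | schedule = overnight exposure | technique = Image-based BODIPY and DAPI two-channel analysis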
human PMI inhibition = inhibitors of human PMI, primary screen, biochemical, fluorescence intensity, coupled assay (AID 1209). purified PMI enzyme, coupled fluorescence intensity; higher % means a stronger effect. one-dose inhibition, % at 20 µM; IC50 in µM for titrated hits. 190,000 compounds, 0.42% hits;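 further: plate controls were DMSO vehicle for no effect and wells lacking substrate for full effect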
WT yeast gro inh mutant strain = second read-out of WT yeast gro inh, no call of its own (marks repeat the call); inhibition, %; mitochondrial fusion phenotypic screen, mutant strain inhibition
Lipid droplet cells 6.5 µM = second read-out of Lipid droplet, no call of its own (marks repeat the call); cell count; measured here: cell count, cytotoxicity flag;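 cells counted across two imaged fields per well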
Myeloid diff 2 GFP+ MAC1+ % = second read-out of Myeloid diff 2, no call of its own (marks repeat the call); GFP+ MAC1+ double positive, %; measured here: differentiation confirmed by MAC1 staining
* marks the source's active call; other numbers are inactive results; i = inactive; u = inconclusive; x = not tested or not shown; [ ] = dose if it differs, or a comment. Unless noted, no stated cut-off is given here; in the data, active means inhibition above about 50%; inactive means the rest.

mol	UTI89 phage lysis	M1AAP inhibition	TNAP activators	WT yeast gro inh	WT yeast gro inh mutant strain	PMI inhibition	ER stress rescue	Myeloid diff 2	Myeloid diff 2 GFP+ MAC1+ %	Lipid droplet	Lipid droplet cells 6.5 µM	human PMI inhibition
CCOC(=O)Cc1cc(=O)n2[nH]c(-c3ccc(C)cc3)cc2n1	-0.1%	7%	1.1	14	29	17%	-5.9%	i	7.1	5	723	17%
CC(C)NC(=S)NC(=O)/C=C/c1cccc2ccccc12	1.5%	-3%	1.1	19	9	1%	-0.1%	i	1.1	15	682	-1%
CCOC(=O)Cc1csc(NC(=O)CSc2nnc(-c3ccc(C)cc3)o2)n1	0.3%	4%	1.1	10	18	46%	-1.1%	i	6.1	x	x	1%
N#C/C(=C\c1ccc2c(c1)OCCO2)C(=O)NC1CCCCC1	0.5%[50 µM]	12%	1.2	6	21	0%	0.5%	i	0.0	8	649	4%
COc1ccc(OC)c(S(=O)(=O)Nc2ccc3c(c2)C(=O)OC3)c1	0.4%	0%	x	x	x	x	x	i	0.4	-11	691	x
CCOC(=O)CN1NC2(CCCCCC2)NC1=S	0.0%	9%	x	x	x	x	x	i	0.4	6	787	x
Cc1ccc(C(=O)NCc2occc2C(=O)O)o1	0.3%	-2%	1.1	1	-4	0%	1.7%	i	1.4	4	787	13%
O=C(CSc1nnnn1C1CCCCC1)NCc1ccco1	-1.4%	9%	1.1	-22	-9	1%	2.5%	i	0.3	6	735	1%
Cc1ccccc1-c1nc2cc(Cl)ccc2o1	0.1%	1%	1.1	16	16	-3%	-3.2%	i	0.4	x	x	-1%
CC1=C(C(=O)OC2CCCCC2)C(c2ccc(C)o2)C2=C(CCCC2=O)N1 (stereo unspecified)	-0.1%	-1%	1.1	21	12	-4%	-1.5%	i	1.1	x	x	-8%
COc1cc(NC(=O)CSc2nc3c(C)ccc(C)c3cc2C)c(C(=O)O)cc1OC	1.1%	u	1.2	-3	-15	-2%	-0.2%	i	0.6	0	489	-2%
CCN(CC)CCNCc1ccc(-c2ccc(Cl)cc2)o1	7.5%	-4%	1.1	18	16	-12%	-2.6%	i	5.7	x	x	-7%
CCOc1cc(/C=C2/C(=O)ON=C2C)ccc1OCc1ccccc1	x	11%	1	2	1	0%	17%	x	x	-14	671	-1%
Cc1cc(NC(=O)c2ccc(S(=O)(=O)N3CCCC3)cc2)nc2c1c(=O)oc1ccccc12	0.2%	3%	1.1	-4	-3	-37%	-3.4%	i	0.7	-13	730	-39%
CCOC(=O)C1(CCCc2ccccc2)CCN(CCCn2cccn2)CC1	0.1%	0%	1	7	11	-10%	-0.3%	i	0.7	-2	689	-3%
Cc1cccc(CSC2=NCCN2C(=O)c2ccco2)c1	2.0%	-12%	1.2	3	23	2%	2.5%	i	2.8	x	x	2%
CN1CCN(NC(=O)CN2C(=O)/C(=C/c3ccccc3Cl)SC2=S)CC1	4.7%	8%	0.6	4	16	17%	-0.7%	i	7.0	-16	619	15%
Cc1ccc(CSCC(=O)NCc2cccs2)cc1	1.5%	0%	1.1	3	9	13%	-0.8%	i	0.8	-3	735	-3%
COc1cccc(Nc2nc(CN3CCOCC3)nc3sc4c(c23)CCCC4)c1	-0.6%	3%	1	-31	8	6%	-2.3%	i	0.5	8	667	8%
CC1(C(=O)OCC(=O)c2c[nH]c3ccccc23)CC1(Cl)Cl (stereo unspecified)	3.1%	-4%	1	67*	-13*	-2%	0.4%	i	7.3	-11	798	0%
COCC(C)n1c(C)cc(C(=O)COC(=O)c2c(C)nn(-c3ccccc3)c2C)c1C (stereo unspecified)	3.9%	8%	1	19	11	4%	0.8%	i	0.5	x	x	-15%
CC(C)(C)NC(=O)C(c1ccccn1)N(C(=O)c1csnn1)C1CCCCC1 (stereo unspecified)	0.2%	12%	1.1	-7	10	-5%	0.2%	i	0.5	-2	644	-3%
C=CCNC(=O)c1sc(=S)n(-c2ccc(C(=O)OCC)cc2)c1N	0.4%	4%	1.1	-3	6	-3%	-1.7%	i	9.1	6	718	28%
Cc1cc(S(=O)(=O)N2CCC(N3CCCCC3)CC2)ccc1-n1cnnn1	2.9%[50 µM]	3%	1.1	12	9	9%	-1.3%	i	0.1	4	758	-3%
Cc1ccc(S(=O)(=O)N2CCN(C(C)C(=O)Nc3ccccc3-c3ccccc3)CC2)cc1 (stereo unspecified)	4.1%	6%	1.2	0	-3	1%	-1.5%	i	0.4	-53	352	13%
Nn1cc(-c2ccccc2)nc1SCC(=O)N1CCN(S(=O)(=O)c2ccc3ccccc3c2)CC1	0.7%	0%	1	-4	-6	2%	-0.2%	i	1.1	1	785	14%
Cc1onc(-c2c(Cl)cccc2Cl)c1C(N)=S	-0.1%	0%	1.5	0	-5	13%	0.0%	i	0.3	-4	716	14%
O=C(CSc1ccccn1)c1ccc2c(c1)OCO2	-0.1%	5%	1.1	10	-9	-2%	-3.4%	i	1.4	2	675	2%
CCCc1nn(C)c(C(=O)Nc2cccc(CC)c2)c1Cl	0.0%[50 µM]	-1%	1	33	0	3%	-0.7%	i	2.4	7	665	-4%
CC(=O)OC(c1nc2ccccc2c(=O)n1C1CC2(OC1=O)c1ccccc1N1C(=O)C(C)(C)N(O)C12)C(C)C (stereo unspecified)	8.5%	5%	x	x	x	x	x	i	2.8	-10	631	x

Other results follow.
mol	UTI89 phage lysis	M1AAP inhibition	TNAP activators	WT yeast gro inh	WT yeast gro inh mutant strain	PMI inhibition	ER stress rescue	Myeloid diff 2	Myeloid diff 2 GFP+ MAC1+ %	Lipid droplet	Lipid droplet cells 6.5 µM	human PMI inhibition
O=C(OCCNc1ccc(C(F)(F)F)cc1[N+](=O)[O-])c1cc2ccccc2oc1=O	-0.8%	-1%	x	x	x	x	x	i	0.7	3	727	x
Cc1ccccc1C(=O)Nc1sc2c(c1C(=O)O)CCC2	-0.4%	21%	1.1	-10	-11	-4%	3.3%	i	0.2	3	642	-7%
CS/C(=N\S(=O)(=O)c1cccs1)Nc1ccc(F)c(Cl)c1	-2.3%	1%	1	2	-3	8%	0.3%	i	0.1	-9	506	21%
OC[C@@H](O)[C@@H](O[C@H]1O[C@H](CO)[C@@H](O)[C@H](O)[C@H]1O)[C@H](O)[C@@H](O)CO	1.6%	-5%	1.1	-4	3	5%	-0.6%	i	6.3	-1	675	8%
O=C(NCSc1ccnc(SCNC(=O)c2ccccc2)n1)c1ccccc1	0.3%	4%	1.1	-6	-3	-17%	-1.7%	i	4.0	-12	730	-6%
Cc1ccccc1OCC(=O)NCCc1nc2ccccc2[nH]1	2.0%	-5%	1	-8	-11	-14%	-2.1%	i	0.3	-9	747	-15%
Cc1ccc(SCc2cc(-c3ccc(Cl)cc3)on2)cc1	0.5%	9%	1	22	27	10%	-2.2%	i	1.3	-1	650	4%
C=CCOCCN(C)C1=NS(=O)(=O)c2cc([N+](=O)[O-])ccc21	0.1%	1%	1.1	3	-4	14%	0.3%	i	0.3	3	695	-2%
COc1cc2c(cc1OC)C(=O)CC(C)S2 (stereo unspecified)	0.7%	9%	1.1	-33	-15	-3%	-0.5%	i	0.6	x	x	-4%
O=C(CSc1n[nH]c(=O)[nH]c1=O)NC1CCCCC1	1.2%[50 µM]	-5%	x	x	x	x	x	i	1.5	14	616	x
CCN(CC)CCCN1C(=O)C(O)=C(C(=O)c2ccc(C)o2)C1c1cccs1 (stereo unspecified)	x	x	1.1	11	-1	1%	-2.5%	x	x	2	826	8%
O=c1c(-c2nc3ccccc3o2)c2oc3ccccc3n2c2ccccc12	x	6%	1.1	-6	-8	-3%	x	x	x	-25	627	3%
C[N+]1(CC(=O)OCCCc2ccccc2)CCCCC1	0.5%	17%	1	9	0	2%	-1.0%	i	0.5	1	753	8%
COc1ccc(-c2csc(Nc3ccc(S(=O)(=O)Nc4cc(C)on4)cc3)n2)cc1C	-0.9%	9%	1	-37	-9	27%	0.0%	i	0.9	5	649	18%
Cc1ccc(CCNC(=O)CNC(=S)N(Cc2ccccc2)Cc2cccnc2)cc1	-0.3%	6%	1.2	1	24	2%	-0.2%	i	1.6	-3	667	4%
CCOC(=O)C(C)Oc1cccc2c(=O)n(CC(=O)NCCc3ccccc3)ccc12 (stereo unspecified)	0.1%	0%	x	x	x	x	x	i	0.2	-1	701	x
NC(=O)NC(CC(=O)NCCc1ccc(S(N)(=O)=O)cc1)c1ccccc1Cl (stereo unspecified)	-0.5%[50 µM]	6%	x	x	x	x	x	i	1.0	2	754	x
OCCCNC(=S)Nc1ccc2nc(-c3ccccn3)c(-c3ccccn3)nc2c1	3.5%	10%	1	29	23	14%	1.6%	i	2.5	x	x	57%*
CC(Sc1nncs1)C(=O)Nc1ccc2c(c1)OCO2 (stereo unspecified)	-0.7%	-5%	1.1	16	-6	20%	1.1%	i	0.8	9	668	5%
O=C(Nc1ccccc1)N1CCCN(c2c(Cl)cncc2Cl)CC1	0.6%	0%	x	x	x	x	x	i	0.6	-18	697	x
Cc1ccc(CNc2nc(N)c([N+](=O)[O-])c(NCc3ccccc3)n2)cc1	1.8%[50 µM]	5%	1.1	15	6	-3%	-0.8%	i	0.3	-3	666	1%
Cc1cc(C(=O)N/N=C2\CCCC(=O)C2)c2ccccc2n1	0.2%	4%	1.1	7	-9	3%	-0.2%	i	0.8	-3	653	-2%
CCOC(=O)C1Cc2c([nH]c3ccccc23)CN1 (stereo unspecified)	-0.2%	8%	1	40	26	-9%	0.1%	i	1.1	x	x	-14%
NC(=O)CSc1nnc(C2CC2)n1-c1ccccc1	0.0%	-1%	1	x	x	-6%	-1.6%	i	1.9	x	x	-8%

3 compounds out of the list above, sorted by their value in human PMI inhibition, falling:
SMILES | M1AAP inhibition | TNAP activators | WT yeast gro inh mutant strain | PMI inhibition | Myeloid diff 2 GFP+ MAC1+ % | human PMI inhibition
COc1ccc(-c2csc(Nc3ccc(S(=O)(=O)Nc4cc(C)on4)cc3)n2)cc1C | 9% | 1 | -9 | 27% | 0.9 | 18%
OC[C@@H](O)[C@@H](O[C@H]1O[C@H](CO)[C@@H](O)[C@H](O)[C@H]1O)[C@H](O)[C@@H](O)CO | -5% | 1.1 | 3 | 5% | 6.3 | 8%
Cc1ccccc1C(=O)Nc1sc2c(c1C(=O)O)CCC2 | 21% | 1.1 | -11 | -4% | 0.2 | -7%
